# Compound activity (PubChem BioAssay)
# S100A4 inh HTS: blocks human S100A4 binding to myosin IIA peptide; P26447; S100A4/TAMRA-MyoIIA peptide fluorescence polarization; inhibition, % at 10.7 µM; actives 0.14% (n = 360,000); AID 652163;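 active means mean inhibition of at least 70% across replicates, with every replicate also reaching that level; inconclusive means mean inhibition reaches 70% but some replicates fall short; inactive means mean inhibition below 70%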
# Target sequence (P26447 whole entry, looked up): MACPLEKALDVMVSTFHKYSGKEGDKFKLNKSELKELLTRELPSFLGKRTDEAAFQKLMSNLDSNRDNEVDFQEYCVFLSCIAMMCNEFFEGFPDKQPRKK
#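 incubation = readout 5 min after mixing, signal stable up to 60 min | system = S100A4 monomer protein | buffer or medium = HEPES pH 7.2 with CaCl2, KCl, NaCl, DTT, Triton | benchmarks = neutral control DMSO, positive control TFP | also added = fluorescent myosin IIA peptide, 5 nM | compound dosing = one concentration per compound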
# FN deposition inh: fibronectin deposition inhibition; AH1F fibroblasts, Alexa488-fibronectin deposition fluorescence, overnight; inhibition, % at 12.6 µM; actives 0.086% (n = 350,000); AID 743247;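 active means mean inhibition across replicates of 30% or more, regardless of how many single replicates reach that level; inconclusive means mean under 30% yet at least half of replicates reach 30%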;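 further: positive control wells lacked labelled fibronectin entirely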
#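 Test system: AH1F fibroblast monolayer depositing Alexa488-labelled fibronectin into matrix. Input: 10000 cells per well. Technique: fluorescence, ex 485 nm, em 525 nm. Buffer or medium: DMEM plus 2% serum, read in PBS. Timing: 1 h cell adhesion before compound, then overnight fibronectin incubation. Compound: single dose, pinned. Read-out basis: inhibition from reduced deposited-fibronectin fluorescence.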
# PGC1a acetyl inh: modulators of PGC1a acetylation | U2OS PGC1a acetylation, AlphaScreen anti-acetyl-lysine; with virally co-expressed GCN5 acetyltransferase | inhibition, % at 15.6 µM | actives 0.17% (n = 350,000) | AID 651687;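 active means every replicate shows inhibition of at least 40%; inconclusive means mean inhibition at least 40% but some replicate below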;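 further: 0% = neutral control wells and 100% = positive control wells; some results beyond the cut were filed as inactive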
# EWS-Fli block: inhibitors of EWS/Fli oncoprotein transcriptional activity | inhibition, % at 12.6 µM | A673 NR0B1-luciferase reporter, viability-normalised | actives 0.67% (n = 350,000) | AID 651661;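 active means mean inhibition of at least 50% after viability correction, with every replicate also passing that limit; inconclusive means mean reaches 50% but only one of two replicates passes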;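 further: firefly luciferase signal divided by Alamar Blue viability fluorescence both relative to DMSO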
# ERAP1 inh: inhibitors of human ERAP1 aminopeptidase | actives 0.15% (n = 340,000) | recombinant ERAP1, Leu-AMC fluorescence, 60 min | inhibition, % at 10.7 µM;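 active means mean replicate inhibition of at least 30%, or all replicates individually reaching that 30% level; inactive means mean below 30% and not every replicate reaching it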;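 further: 0% = neutral control wells and 100% = L-leucinethiol positive control wells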
# Target sequence (Q9NZ08 whole entry, looked up): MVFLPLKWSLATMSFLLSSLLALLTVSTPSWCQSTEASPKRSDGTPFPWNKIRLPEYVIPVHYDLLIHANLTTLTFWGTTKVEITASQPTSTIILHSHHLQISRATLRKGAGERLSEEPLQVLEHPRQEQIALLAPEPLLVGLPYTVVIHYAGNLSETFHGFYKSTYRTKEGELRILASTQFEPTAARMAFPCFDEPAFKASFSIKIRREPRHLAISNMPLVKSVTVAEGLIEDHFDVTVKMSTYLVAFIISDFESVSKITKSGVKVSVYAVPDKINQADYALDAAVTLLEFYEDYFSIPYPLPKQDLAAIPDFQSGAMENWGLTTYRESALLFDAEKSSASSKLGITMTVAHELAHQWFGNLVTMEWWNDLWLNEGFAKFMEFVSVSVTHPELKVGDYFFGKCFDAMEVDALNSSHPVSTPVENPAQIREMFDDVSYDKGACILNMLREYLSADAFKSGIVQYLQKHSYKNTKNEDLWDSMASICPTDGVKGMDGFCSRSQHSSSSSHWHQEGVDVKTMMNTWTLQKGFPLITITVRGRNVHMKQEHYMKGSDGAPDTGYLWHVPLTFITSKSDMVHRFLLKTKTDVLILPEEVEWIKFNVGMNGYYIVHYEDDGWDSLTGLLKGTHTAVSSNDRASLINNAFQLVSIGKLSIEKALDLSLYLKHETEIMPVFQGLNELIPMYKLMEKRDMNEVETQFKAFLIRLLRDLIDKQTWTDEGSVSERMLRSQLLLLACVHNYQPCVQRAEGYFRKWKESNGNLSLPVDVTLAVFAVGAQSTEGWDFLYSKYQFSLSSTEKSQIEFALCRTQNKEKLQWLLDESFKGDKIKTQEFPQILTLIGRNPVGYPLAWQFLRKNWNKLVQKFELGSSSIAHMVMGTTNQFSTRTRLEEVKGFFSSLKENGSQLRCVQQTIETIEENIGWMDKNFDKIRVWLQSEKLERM
# PglD inh: PglD (C. jejuni) enzyme inhibition; purified PglD enzyme, DTNB colorimetric CoA detection; inhibition, % at 12.5 µM; actives 0.098% (n = 360,000); AID 602405; in the data active means inhibition above about 16%, passing the limit was not always enough; inconclusive means no clear call, values can overlap the other calls; further: strong numbers were not always called active
# LGR2 antag: blocks bursicon-induced cAMP signaling via Drosophila LGR2; HEK293 LGR2, CRE-luciferase, bursicon-stimulated, 4 h; actives 0.35% (n = 380,000); inhibition, % at 9.99 µM; AID 720647;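 active means drop in luminescence signal, shown as inhibition above about 50% in the replicate tests, limit read from the data, passing the limit was not always enough; inconclusive means probably only some replicates passing the limit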;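 further: agonist challenge used bursicon conditioned medium at about half maximal strength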
# PAX8 reporter: lowers PAX8-driven luciferase in RMG-I cells | RMG-I TPO-luciferase reporter, SteadyGlo, 24 h | inhibition, % at 12.6 µM | actives 1.2% (n = 360,000);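 active means mean replicate inhibition at least 60% with every replicate also reaching 60%; inconclusive means only one of the two criteria is met; inactive means mean below 60% and not all replicates reaching 60%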;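 further: luciferase light reporting Pax8 driven TPO promoter activity; plate controls were median of neutral control wells for no effect and mitoxantrone controls for full effect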
# * marks the source's active call; other numbers are inactive results; ? = inconclusive; nt = not tested or not shown; & = joins results of further samples.
SMILES,S100A4 inh HTS,FN deposition inh,PGC1a acetyl inh,EWS-Fli block,ERAP1 inh,PglD inh,LGR2 antag,PAX8 reporter
Cc1nc2sc3c(=O)[nH]nnc3c2c(C)c1Br,-10,1,6,8,-3,-2,-4,-18
O=C(CCl)Nc1cc(S(=O)(=O)N2CCCCCC2)ccc1Cl,nt,1,nt,?,nt,nt,6,-8
COc1ccc(/C=C/C(=O)OCc2cccc([N+](=O)[O-])c2)cc1,-1,nt,nt,-1,-1,nt,1,-7
CO[C@H]1CN(C)C(=O)c2ccc(NC(=O)C3CC3)cc2OC[C@@H](C)N(Cc2ccncc2)C[C@@H]1C,0,nt,-3,6,0,-1,nt,8
C[C@@H]1CCCCO[C@H](CN(C)S(=O)(=O)c2ccccc2)[C@H](C)CN([C@@H](C)CO)C(=O)c2cc(NS(=O)(=O)c3ccccc3)ccc2O1,-4,-1,-18,8,-3,-1,-2,7
CO[C@H]1CN(C)C(=O)c2ccc(NC(=O)C3CC3)cc2OC[C@@H](C)N(Cc2ccccc2)C[C@@H]1C,-1,2,-5,2,-4,-1,29,nt
CC(C)NC(=O)COc1cccc2ccccc12,-40,-6,nt,-2,-4,nt,11,-11
Cc1noc(C)c1S(=O)(=O)N(C)C[C@@H]1OCCCC[C@@H](C)Oc2ccc(NS(=O)(=O)c3ccccc3)cc2C(=O)N([C@H](C)CO)C[C@@H]1C,-6,-17,2,-9,-3,-2,-13,-11
Cc1ccc(C(=O)NC(=S)N(C)C2CCCCC2)cc1Br,-8,nt,nt,nt,-4,-1,-22,-25
C/C=C/c1cnc2c(c1)C(=O)N([C@@H](C)CO)C[C@@H](C)[C@H](CN(C)C(=O)c1cccnc1)O2,-6,nt,3,-8,-5,5,-2,nt
CN(C)C(=O)[C@H]1[C@H](CO)[C@H]2Cn3c(cccc3=O)[C@@H]1N2CC1CCOCC1,49,-2,0,20,3,4,13,-15
CN(C(=O)COC(=O)/C=C/c1ccc(F)cc1)c1c(N)n(Cc2ccccc2)c(=O)[nH]c1=O,-4,-2,nt,-3,4,4,4,-10

# Arranged by value in PglD inh (high to low): some entries from above
SMILES | PglD inh
CN(C(=O)COC(=O)/C=C/c1ccc(F)cc1)c1c(N)n(Cc2ccccc2)c(=O)[nH]c1=O | 4
CO[C@H]1CN(C)C(=O)c2ccc(NC(=O)C3CC3)cc2OC[C@@H](C)N(Cc2ccccc2)C[C@@H]1C | -1
Cc1noc(C)c1S(=O)(=O)N(C)C[C@@H]1OCCCC[C@@H](C)Oc2ccc(NS(=O)(=O)c3ccccc3)cc2C(=O)N([C@H](C)CO)C[C@@H]1C | -2

# (next part)
SMILES,S100A4 inh HTS,FN deposition inh,PGC1a acetyl inh,EWS-Fli block,ERAP1 inh,PglD inh,LGR2 antag,PAX8 reporter
NS(=O)(=O)c1ccc(CNC(=O)CNC(=O)c2ccc(F)cc2)cc1,-5,2,nt,0,1,-6,-4,-3
CCCC[C@@H]1C=C(C(=O)O)[C@H](c2ccc(C)cc2)N1S(=O)(=O)c1ccc(C)cc1,-12,-2,11,-7,-1,2,-6,-8
C[C@H](CO)N1C[C@H](C)[C@H](CN(C)Cc2ccccc2C(=O)O)Oc2ncc(C3=CCCC3)cc2C1=O,12,1,15,-4,0,1,-14,-21
Cc1nc2ccccc2n1CC(=O)N/N=C\c1ccccn1,nt,4,-2,nt,nt,-2,nt,-6
Cc1cccc(N2CCN(C(=O)Cn3cccc3)CC2)c1C,-2,-4,8,-3,5,-1,nt,1
CCOC(=O)N1CCN(C(=O)COC(=O)c2cc(Cl)cc(Cl)c2)CC1,-18,2,3,-6,1,2,20,nt
O=C(CSc1nc(=O)n2ccccc2n1)NC1CCCCC1,-3,-2,2,0,0,0,1,-4
Cc1ccc(SCc2ccc(C(=O)NCc3cccnc3)cc2)cc1,nt,2,-4,nt,nt,-7,4,-14
COc1cccc(S(=O)(=O)Nc2ccc3c(c2)[C@@H]2C[C@H](CC(=O)O)O[C@H](CO)[C@@H]2O3)c1,3,-1,2,nt,0,nt,5,15
CCCN(C)C[C@H]1Oc2ncc(C#CC3CC3)cc2C(=O)N([C@@H](C)CO)C[C@@H]1C,nt,-1,1,6,nt,nt,-42,nt
COc1ccc(C2CC(c3ccccc3)=NN2c2ccc(N)cc2)cc1 (stereo unspecified),-27,-6,nt,-14,-3,nt,nt,-79
O=C(C[C@H]1C[C@H]2c3cc(NC(=O)NC4CCCC4)ccc3O[C@H]2[C@@H](CO)O1)NCc1ccccn1,1,0,7,-13,-1,nt,-3,-25
CC1=C(C(=O)N2CCOCC2)C(c2ccsc2)C2=C(CCCC2=O)N1 (stereo unspecified),1,-4,-6,nt,-1,-3,-5,nt
Cc1c(N2C(=O)/C(=C\C3CC=CCC3)SC2=S)c(=O)n(-c2ccccc2)n1C (stereo unspecified),-12,-6,-5,14,12,1,nt,-6
CC#CCN1c2ccccc2[C@]23C[C@@H](C(=O)OC)N(C(=O)c4cc(C)oc4C)C2=NC(C(=O)OC)=C(C(=O)OC)[C@H]13,-11,-2,-7,8,3,0,17,17
Cc1noc(C)c1NC(=O)Nc1ccc2c(c1)C(=O)N([C@@H](C)CO)C[C@H](C)[C@H](CN(C)Cc1ccc(Oc3ccccc3)cc1)O2,4,nt,-6,8,nt,-8,-28,nt
CCOC(=O)C1=C(N)N2C(=O)C(C)SC2=C(C(=O)OCC)C1c1cc(OC)c(OC)c(OC)c1 (stereo unspecified),-1,8,6,9,nt,nt,-8,10
COc1ccc(-c2nnc3sc(C(C)N4C(=O)c5ccccc5C4=O)nn23)cc1 (stereo unspecified),-5,-2,3,-1,3,2,-16,3
CCOC(=O)C1CCN(C(=O)c2ccc3c(c2)NC(=O)/C(=C\c2ccc(C)cc2)S3)CC1,26,7,1,nt,4,-9,6,-13
c1ccc(-c2cnn3nnnc3n2)cc1,nt,-8,4,nt,nt,-5,nt,-6
C[C@H]1CN([C@@H](C)CO)C(=O)c2cc(NS(=O)(=O)c3cn(C)cn3)ccc2O[C@@H]1CN(C)CC1CCCCC1,-10,-8,1,-1,0,12,-14,nt
COc1ccc(N2Cc3cccc(C(=O)NC(C)CCc4ccco4)c3C2=O)cc1 (stereo unspecified),8,-3,1,4,5,6,-20,6
C=CCSC1=NN2CCS(=O)(=O)N=C2S1,-8,0,8,2,-1,nt,0,7
CC1CC(=O)Nc2ccccc2N1S(=O)(=O)c1cccs1 (stereo unspecified),27,2,-9,-19,-3,-4,12,-1
C[C@@H]1CCCCO[C@H](CN(C)Cc2ccc(C(=O)O)cc2)[C@@H](C)CN([C@@H](C)CO)C(=O)c2cc(NC(=O)C3CCCCC3)ccc2O1,2,nt,10,3,-2,1,8,0
O=C1c2ccccc2C(Nc2cccnc2)N1Cc1ccccc1 (stereo unspecified),0,7,4,-1,-3,4,-4,5
CCCCn1c(N)c(N(CC(C)C)C(=O)c2ccc(OCc3c(C)noc3C)cc2)c(=O)[nH]c1=O,-5,-1,nt,-2,-3,-1,-5,-14
COc1ccc(Nc2ncnc3c2cnn3-c2cccc(C)c2)cc1OC,1,-1,-8,3,3,5,0,7
C[C@H]1CN([C@@H](C)CO)C(=O)Cc2cc(NS(=O)(=O)c3ccccc3)ccc2O[C@H]1CN(C)S(=O)(=O)c1ccc(F)cc1,nt,nt,4,5,nt,0,8,32
CCc1cccc(CC)c1NC(=O)c1ccc(-n2cncn2)nc1,-5,-3,nt,2,1,nt,29,9
CCc1ncc(CN2CCCCC2C(=O)Nc2ccc(Oc3ccccc3)nc2)cn1 (stereo unspecified),-3,-7,nt,3,0,6,-1,13
Cc1cccc(N(CC(=O)NCC2CCCO2)C(=O)CCC(=O)Nc2cc(C)on2)c1 (stereo unspecified),nt,-6,1,nt,nt,-3,nt,-2
OC(c1ccccc1)c1nc(-c2ccc(Cl)cc2)cs1 (stereo unspecified),-13,2,11,-82,-8,3,-45,-86
CC(NC(=O)[C@H](C)NC(=O)[C@@H]1CSC2c3ccccc3C(=O)N21)c1ccccc1 (stereo partly specified),-2,-9,-2,-1,0,2,-1,4
Cc1nnc(NC(=O)CSc2nnc3c(n2)[nH]c2ccc(Br)cc23)s1,9,-3,8,8,3,nt,14,13
Nc1nnc(SCC(=O)Nc2nccs2)s1,-3,0,nt,-13,2,nt,8,-4
CCN(CC)S(=O)(=O)c1ccc(C(=O)NCc2ccc3c(c2)OCO3)cc1,-14,-4,-9,5,-3,nt,6,14
CCOC(=O)NN1C(=O)c2ccccc2NC1c1ccc(OC)cc1OC (stereo unspecified),4,4,nt,7,-2,0,nt,-7
CC(C)c1ccc(S(=O)(=O)N2CCN(C(=O)c3cc([N+](=O)[O-])ccc3N3CCOCC3)CC2)cc1,0,9,3,8,-2,-2,8,13
COc1ccc(S(=O)(=O)N(C)C[C@@H]2Oc3ncc(/C=C/c4ccccc4)cc3C(=O)N([C@H](C)CO)C[C@@H]2C)cc1,43&3,-10,-2&-6,14&5,0&1,-269&9,1,11
COc1ccc(C(=O)Nc2ccc(N3CCOCC3)cc2)cc1S(=O)(=O)N1CCCC1,3,0,nt,-3,0,-3,8,4
Cc1cccc(OCc2nn[nH]n2)c1C,-1,0,2,5,-2,-5,8,25
O=C(NNC(=S)NC(=O)c1cccs1)c1ccc(NC(=O)c2ccccc2)cc1,nt,14,-14,nt,nt,nt,6,3
Clc1cccc(CNc2ccn3nc(-c4ccccc4)cc3n2)c1,-1,-4,nt,-77,11,6,-30,-143
CC(C)CC#Cc1ccc2c(c1)O[C@H](CN(C)C(=O)Cc1cccnc1)[C@@H](C)CN([C@H](C)CO)S2(=O)=O,-2,-8,-7,21,nt,0,-12,-8
CCOC(=O)c1c(-c2cccc3ccccc23)csc1NC(=O)C1C2CCC(O2)C1C(=O)O (stereo unspecified),-7,6,3,7,3,1,-14,1
CCc1noc(C)c1C(=O)Nc1cccc(S(=O)(=O)N2CCCCCC2)c1,5,-2,-8,5,-1,7,1,-10
O=C(C1CCCC1)N1CC2(C1)[C@H](c1ccccc1)[C@@H](CO)N2Cc1cncnc1,12,0,6,-3,nt,nt,-3,-18
O=C(Nc1ccc2ccccc2c1)NC1CCS(=O)(=O)C1 (stereo unspecified),1,-5,nt,-19,0,nt,-4,1
CC(C)(C)N(NC(=O)c1ccccc1)C(=O)c1ccc(C(=O)N(NC(=O)c2ccccc2)C(C)(C)C)cc1,nt,-2,0,nt,nt,-1,0,18
COc1ccc(Br)cc1/C=N/n1c(C)nc2ccccc2c1=O,2,6,nt,-15,-1,3,15,31
COc1ccc(OC)c(NC(=O)CSc2nnc(Cn3nnc4ccccc43)n2C)c1,nt,-1,9,nt,nt,1,nt,7
CC#CC[N+](C)(CC#CC)CC(=O)c1ccccc1,4,nt,nt,-13,-3,nt,-3,6
Cc1[nH]n(-c2ccccc2)c(=O)c1C=Nc1ccc2[nH]c(=O)[nH]c2c1,nt,-4,0,nt,nt,6,-9,17
COc1ccc2c(C)cc3nnnn3c2c1,-7,7,0,3,-4,6,2,-7
O=C(NC[C@H]1CCCO1)c1cccc2c1C(=O)c1ccc(-c3ccc(F)cc3OCc3ccccc3)cc1S2(=O)=O,4,-2,-27,-2,0,-3,4,22
COc1cccc(-c2cnc3c(c2)C(=O)N([C@@H](C)CO)C[C@@H](C)[C@H](CN(C)Cc2ccc(F)cc2)O3)c1,17,nt,nt,6,2,1,1,nt

# Hits appear at their usual frequency (roughly 2.1% active in at least one column).
